Scp-1 inhibitor = Scp-1 (human) phosphatase inhibition. Q9GZU7. Recombinant Scp1, phosphopeptide, malachite green phosphate absorbance. inhibition, % at 20 µM. 340,000 tested, 0.88% active;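 active means inhibition above about 50% at 20 µM, limit read from the data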;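 further: plate controls were DMSO wells with enzyme for no effect and wells lacking enzyme for full effect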
Target sequence (Q9GZU7 76-261 limits assumed): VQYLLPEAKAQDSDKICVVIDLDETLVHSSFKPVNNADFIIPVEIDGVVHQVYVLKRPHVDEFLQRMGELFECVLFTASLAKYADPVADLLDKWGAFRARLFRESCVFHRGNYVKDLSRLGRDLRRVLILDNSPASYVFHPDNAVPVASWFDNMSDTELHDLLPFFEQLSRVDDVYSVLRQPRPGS
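Material: truncated SCP-1 phosphatase (76-261aa) / Buffer or medium: 50 mM Tris acetate pH 5.5, 0.005% Tween-20, 10 mM MgCl2 / Compound dosing: one concentration, 20 µM, with 1.0% DMSO / Incubation: 45 min room-temperature reaction, 5 min colour, 30 min stabiliser / Detection: colorimetric free-phosphate detection, absorbance 630 nm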
NadD inh = NadD (S. aureus) enzyme inhibition | purified NadD enzyme, colorimetric absorbance read-out | inhibition, % at 20 µM | 360,000 tested, 0.78% active | AID 602399; in the data active means inhibition above about 26%; further: some compounds past the cut are filed as inactive
SKN-1 inh = blocks SKN-1 activity in C. elegans; C. elegans VP596 Pgst-4::GFP/RFP ratio, acrylamide-induced, 24 h; inhibition, % at 21.8 µM; AID 624304; 360,000 tested, 0.49% active;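 active means interference check ratio from 0.5 to 1.5 plus GFP to RFP signal ratio inhibition reaching or exceeding a fixed threshold, cut at about 30% in these data, passing the limit was not always enough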; further: some compounds called inactive have numbers as strong as hits
MT1-MMP act inh = inhibitors of human MT1-MMP activation | 360,000 tested, 0.061% active | HT1080 RFP-PRO-GFP cells, GFP/RFP ratio fluorescence, overnight; percent of plate control window, DMSO zero | GFP/RFP ratio change, % at 20 µM | P50281;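 active means GFP/RFP ratio change of at least 30% with cell ATP level not reduced by more than half and red fluorescence within 50% of control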; further: strong numbers were not always called active
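Assay system: HT1080 cells carrying an RFP-PRO-GFP reporter | Dosing: Single dose of 20 µM compound, 1% DMSO final | Incubation: Cells overnight before dosing, compound overnight, 37 °C, 5% CO2 | Evaluation: GFP/RFP fluorescence ratio | Control set: DMSO and RFP-L50D-GFP cell wells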
STEP block = inhibitors of human striatal-enriched phosphatase STEP | recombinant STEP, OMFP fluorogenic substrate, fluorescence | inhibition, % at 20 µM | 360,000 tested, 0.25% active | P54829 | AID 588621;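 active means inhibition at 20 µM, scaled per plate between control wells, above about 37%, limit read from the data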;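 further: 0% = DMSO with enzyme and substrate and 100% = substrate only without enzyme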
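System: STEP (striatal-enriched tyrosine phosphatase) enzyme, cell-free; medium: Bis-Tris pH 6.0 buffer with DTT, detergent; dosing: 20 µM, 1% DMSO; times: reaction 20 min, ambient temperature; detection: fluorescence, 480/540 nm; read-out basis: normalized % inhibition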
LMPTP block = blocks human LMPTP phosphatase; P24666; recombinant LMPTP-A, OMFP fluorogenic substrate, fluorescence intensity; inhibition, % at 20 µM; 360,000 tested, 0.22% active; AID 651560;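 active means compounds that cut the enzyme signal by at least half of the control window in the single-dose screen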;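 further: plate controls were DMSO wells with enzyme plus substrate for no effect and substrate without enzyme for full effect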
Target sequence (P24666 whole entry, looked up): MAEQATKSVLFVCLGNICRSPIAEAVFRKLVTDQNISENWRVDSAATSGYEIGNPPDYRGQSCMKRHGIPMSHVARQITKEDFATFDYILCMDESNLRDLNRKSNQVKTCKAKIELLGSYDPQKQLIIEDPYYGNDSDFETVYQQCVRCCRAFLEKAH
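Test system: LMPTP-A phosphatase enzyme; input: 0.625 nM LMPTP-A final; reagent: OMFP substrate, 400 µM final; compound dosing: 20 µM single dose, 3% DMSO; incubation: 50 min dark incubation at room temperature; measured by: endpoint fluorescence intensity from OMFP dephosphorylation; measure: % inhibition relative to no-enzyme and uninhibited control wells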
Rpn11 inh = inhibitors of human proteasome Rpn11. human 26S proteasome, Ub4-pepOG fluorescence polarization; 20S core pre-blocked with epoxomicin. 360,000 tested, 0.59% active. calls only at 20 µM;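 active means inhibition at 20 µM, scaled to each plate's controls, above about 33%, limit read from the data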
Target sequence (O00487 whole entry, looked up): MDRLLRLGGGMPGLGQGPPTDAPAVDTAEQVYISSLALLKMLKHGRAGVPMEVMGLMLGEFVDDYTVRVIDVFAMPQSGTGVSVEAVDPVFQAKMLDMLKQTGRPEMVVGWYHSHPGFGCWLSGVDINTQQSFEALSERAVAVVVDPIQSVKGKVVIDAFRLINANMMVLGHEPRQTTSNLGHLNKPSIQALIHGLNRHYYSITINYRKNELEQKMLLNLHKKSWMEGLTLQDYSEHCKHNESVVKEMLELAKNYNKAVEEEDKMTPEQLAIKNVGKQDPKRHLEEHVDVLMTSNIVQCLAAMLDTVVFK
SUMO1 PPI mod = SUMO1-SIM interaction modulation | 360,000 tested, 0.33% active | inhibition, % at 20 µM | AID 602429 | SUMO1 binding to a labelled peptide, TR-FRET, 1 h; in the data active means inhibition above about 37%
Target sequence (P63165 whole entry, looked up): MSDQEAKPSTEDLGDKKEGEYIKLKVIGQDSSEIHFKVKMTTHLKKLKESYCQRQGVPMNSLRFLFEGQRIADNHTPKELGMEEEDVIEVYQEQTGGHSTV
CendR NRP1 mod = alters CendR peptide binding to human NRP-1 | FAM-RPARPAR peptide binding to NRP-1, fluorescence polarization | inhibition, % at 25 µM | 360,000 tested, 0.85% active;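 active means inhibition or corrected inhibition above about 18%, plus a signal ratio from 0.5 to 1.5, limit read from the data, passing the limit was not always enough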; further: strong numbers were not always called active
DNMT1 inh = DNMT1 (human) enzyme inhibition. P26358. DNMT1 molecular beacon, Hinp1I cleavage, fluorescence. inhibition (reported as % activation of signal), % at 10 µM. 360,000 tested, 0.83% active. AID 588458; in the data active means inhibition above about 50%
* marks the source's active call; other numbers are inactive results; i = inactive; / = no result given; & = joins results of further samples.

structure | Scp-1 inhibitor | NadD inh | SKN-1 inh | MT1-MMP act inh | STEP block | LMPTP block | Rpn11 inh | SUMO1 PPI mod | CendR NRP1 mod | DNMT1 inh
CNS(=O)(=O)c1ccc2c(c1)oc(=O)c1cc(S(=O)(=O)NC)ccc12 | 0.2 | -3.6 | -1.5 | 0.1 | 0.7 | 1.2 | i | 5.4 | -8.5 | 3.8
CC1=CC(C)(C)N2C(=O)C(=Nc3ccc(O)cc3)c3cccc1c32 | -2.0 | -3.3 | 26.7 | 19.3 | 0.5 | 12.3 | i | 9.5 | 9.3 | -18.5
CC(C)C(c1nnnn1Cc1ccco1)N1CCN(c2cccc(Cl)c2)CC1 (stereo not drawn) | -1.0 | 0.8 | 16.9 | -6.6 | 1.2 | 2.1 | i | 1.7 | -10.8 | -0.8
COc1ccccc1NC(C)=[N+](C)CCNS(=O)(=O)c1ccc(Cl)cc1 | 95.7* | 11.4 | -0.3 | -4.0 | 0.1 | -0.9 | i | 3.4 | 13.4 | 0.8
CO/N=C(\N)c1ccc([N+](=O)[O-])cc1 | -8.1 | -5.7 | 7.7 | 1.9 | 0.0 | -1.0 | i | -17.7 | 3.9 | -1.1
Cc1cc(NC(=O)CSc2sc3c(O)cc(=O)[nH]c3c2C#N)ccc1Br | 59.1* | 22.9 | -3.8 | -4.3 | 8.3 | 39.6 | i | 12.6 | -49.5 | 61.1*
CCCCn1c(CCNC(=O)c2cccs2)nc2ccccc21 | -3.6 | -9.5 | -16.6 | 0.4 | 0.2 | -0.1 | i | -0.8 | 2.7 | 1.9
CC1Cc2ccccc2N1c1ncnc(N)c1[N+](=O)[O-] (stereo not drawn) | -10.5 | -6.3 | 2.8 | -17.5 | 1.0 | -0.7 | i | -22.5 | 13.7 | -5.3

Next section, overlapping the part above by 3 compounds.
structure | Scp-1 inhibitor | NadD inh | SKN-1 inh | MT1-MMP act inh | STEP block | LMPTP block | Rpn11 inh | SUMO1 PPI mod | CendR NRP1 mod | DNMT1 inh
Cc1cc(NC(=O)CSc2sc3c(O)cc(=O)[nH]c3c2C#N)ccc1Br | 59.1* | 22.9 | -3.8 | -4.3 | 8.3 | 39.6 | i | 12.6 | -49.5 | 61.1*
CCCCn1c(CCNC(=O)c2cccs2)nc2ccccc21 | -3.6 | -9.5 | -16.6 | 0.4 | 0.2 | -0.1 | i | -0.8 | 2.7 | 1.9
CC1Cc2ccccc2N1c1ncnc(N)c1[N+](=O)[O-] (stereo not drawn) | -10.5 | -6.3 | 2.8 | -17.5 | 1.0 | -0.7 | i | -22.5 | 13.7 | -5.3
CCN(CC(=O)N1CCc2ccccc2C1)S(=O)(=O)c1ccc2ccccc2c1 | -6.5 | -4.0 | 0.5 | 2.4 | -0.3 | 0.9 | i | 0.1 | 8.1 | -5.5
CN(C)c1nc2sc3c(c2c(=O)n1C)CC(C)(C)OC3 | 3.6 | -7.3 | -2.7 | 8.8 | -1.7 | -2.5 | i | -2.4 | 5.3 | -0.3
CSc1ccc(C2=C/C(=C3/SC(=S)NC3=O)c3ccccc3O2)cc1 | -11.7 | 37.9* | 21.4 | -2.7 | 3.0 | 1.9 | i | -17.6 | 5.3 | 70.3*
Cc1ccc(-n2c(C)cc(/C=N/NC(=O)CN(c3ccc(C)cc3C)S(C)(=O)=O)c2C)cc1 | -7.6 | 22.9 | 22.2 | 3.4 | 2.9 | 1.5 | i | -1.4 | -11.9 | -17.5
COc1cccc(C2=NOC(C(=O)Nc3cccnc3Cl)C2)c1 (stereo not drawn) | -3.7 | 2.0 | 2.6 | -5.0 | -0.4 | -0.8 | i | 3.0 | 1.1 | -5.7
O=C(Nc1cccc2ccccc12)NC(Cc1ccccc1)C(=O)O (stereo not drawn) | -2.5 | 0.8 | 3.6 | -0.2 | 0.6 | -1.1 | i | 3.2 | 0.0 | -0.1
O=C(Cn1c(=O)c2c(ncn2Cc2ccccc2)n(Cc2ccccc2)c1=O)NC1CC1 | -2.8 | -3.9 | 3.8 | 0.1 | -2.1 | -1.2 | i | 0.0 | -8.9 | 3.5
c1ccc(CCC2=NCCn3cccc32)cc1 | 8.0&-2.7 | 1.5&6.3 | -18.4&2.9 | -4.6&-14.5 | -2.9&-4.3 | 1.1&0.6 | i | -4.6&-8.4 | -1.3&-28.1 | -2.1&-8.2
CCC(C)Nc1nc(N)c([N+](=O)[O-])c(Nc2cc(OC)ccc2OC)n1 (stereo not drawn) | 4.0 | -5.1 | 17.8 | -0.1 | -1.5 | 4.3 | i | -2.0 | 52.2* | -5.5
CCOc1ccccc1NC(=O)C1CC2CCCC(C1)C2=O (stereo not drawn) | 2.3 | 1.1 | -2.7 | -0.4 | 0.1 | 0.4 | i | -5.2 | 2.1 | 9.6
CC(=O)N1c2ccc(S(=O)(=O)N(C)Cc3ccco3)cc2CC1C (stereo not drawn) | -1.7 | -3.9 | 2.2 | -1.6 | -2.3 | -1.0 | i | 0.9 | 1.6 | 2.6
Cc1ccc(S(=O)(=O)Nc2ccc(Nc3nccn4c(-c5ccccc5Oc5ccccc5)cnc34)cc2)cc1 | / | 36.2* | 4.0 | -0.9 | 0.3 | 2.1 | i | -2.1 | -19.0 | -15.3
COc1ccccc1C(=O)Nc1c2c(nn1-c1ccc(Cl)cc1)CS(=O)(=O)C2 | 50.3* | -1.4 | 9.2 | 0.5 | 3.3 | 6.5 | i | -3.1 | 0.0 | 8.1
COCc1cccc(-c2csc(C(NC(C)=O)c3cccc(OC)c3)n2)c1 (stereo not drawn) | / | 0.2 | -5.5 | -3.8 | 6.6 | 0.2 | i | -1.0 | 6.9 | 0.4
COCC(=O)Nc1cccc(C(F)(F)F)c1 | -4.3 | -0.6 | 20.4 | 8.4 | -2.2 | -1.8 | i | 0.2 | -5.7 | 2.8
CC(=O)Nc1cc(C(=O)OCc2cccc([N+](=O)[O-])c2)ccc1C | -5.0 | -5.5 | 0.4 | 1.2 | -0.3 | 0.9 | i | -19.0 | 5.1 | 1.6

Two records drawn at random from the list so far, as already listed:
structure | Scp-1 inhibitor | NadD inh | SKN-1 inh | MT1-MMP act inh | STEP block | LMPTP block | Rpn11 inh | SUMO1 PPI mod | CendR NRP1 mod | DNMT1 inh
COc1ccccc1C(=O)Nc1c2c(nn1-c1ccc(Cl)cc1)CS(=O)(=O)C2 | 50.3* | -1.4 | 9.2 | 0.5 | 3.3 | 6.5 | i | -3.1 | 0.0 | 8.1
Cc1ccc(S(=O)(=O)Nc2ccc(Nc3nccn4c(-c5ccccc5Oc5ccccc5)cnc34)cc2)cc1 | / | 36.2* | 4.0 | -0.9 | 0.3 | 2.1 | i | -2.1 | -19.0 | -15.3

DNMT1 inh, entries above that show a hit.
canonical_smiles | Scp-1 inhibitor | NadD inh | SKN-1 inh | MT1-MMP act inh | LMPTP block | Rpn11 inh | SUMO1 PPI mod | CendR NRP1 mod | DNMT1 inh
Cc1cc(NC(=O)CSc2sc3c(O)cc(=O)[nH]c3c2C#N)ccc1Br | 59.1* | 22.9 | -3.8 | -4.3 | 39.6 | i | 12.6 | -49.5 | 61.1*
CSc1ccc(C2=C/C(=C3/SC(=S)NC3=O)c3ccccc3O2)cc1 | -11.7 | 37.9* | 21.4 | -2.7 | 1.9 | i | -17.6 | 5.3 | 70.3*

(further entries)
Value order – Scp-1 inhibitor, NadD inh, SKN-1 inh, MT1-MMP act inh, STEP block, LMPTP block, Rpn11 inh, SUMO1 PPI mod, CendR NRP1 mod, DNMT1 inh
- O=C(COc1ccccc1[N+](=O)[O-])N(Cc1ccco1)C1CCS(=O)(=O)C1 (stereo not drawn)
  1.1, 2.7, -3.6, 0.5, -1.3, 2.9, i, -5.7, 12.3, -0.3
- CCOC(=O)C1CCN(S(=O)(=O)c2cccc(-c3cn4cc(C)ccc4n3)c2)CC1
  -15.4, 1.5, -2.5, 1.0, 5.2, -1.6, i, -2.5, 5.5, -2.9
- O=C(Cc1ccc(N2CCNC2=O)cc1)N1CCCC(Nc2cccc(F)c2)C1 (stereo not drawn)
  -13.6, 1.5, 18.0, -0.6, -3.2, 0.2, i, 1.3, 11.6, -0.8
- Cc1ccccc1C(=O)NC(=S)NCc1ccccc1
  0.1, -3.7, -8.5, -2.4, -1.5, -0.7, i, 0.4, -0.3, -2.4
- COC(=O)CN1C(=S)N(c2ccc(F)cc2)C(=O)C1CC(=O)Nc1ccc(F)cc1 (stereo not drawn)
  -9.8, -1.5, -16.1, 8.1, -0.6, 1.1, i, -0.2, 18.1, 4.1
- O=C(Nc1cccc(F)c1)NC1CCCCCCC1
  -10.5, -6.9, 3.2, -2.0, 0.5, 2.8, i, 4.0, -7.0, 2.9
- COc1cc(NS(=O)(=O)c2ccc(NC(=O)/C(=C\c3ccccc3OC)NC(=O)c3ccccc3)cc2)nc(OC)n1
  -16.2, 30.7*, 7.9, 5.1, 1.6, 0.1, i, 12.9, -70.3, -2.9
- CCN(CC)Cc1c(C(=O)N2CCc3ccccc3C2)nc2ccc(Cl)cn12
  -6.2, 1.8, 3.1, -2.5, 1.1, 0.7, i, 1.5, 7.8, -0.2
- CCO/N=C/c1ccc(OC)c(Oc2nc(OC)cc(OC)n2)c1
  -4.6, 13.3, -13.2, -3.3, 0.1, 0.1, i, -0.7, 7.9, 0.3
- C[C@H](CO)N1C[C@H](C)[C@@H](CN(C)S(=O)(=O)c2ccccc2)Oc2ccc(NC(=O)CCC(F)(F)F)cc2C1=O
  -5.8, 3.7, 7.5, 3.0, -1.0, -1.1, i, -1.0, 0.2, -1.4
- CN(C)C(=O)c1nc2ccccc2s1
  -5.6, -1.9, -6.2, -1.5, -1.6, 0.0, i, -0.1, 5.9, -0.7
- Cc1ccc[n+](C(C(=S)NCc2ccco2)=C([O-])c2ccccc2Cl)c1
  -4.7, 3.2, 4.7, 2.2, 0.4, -1.6, i, 1.7, -1.4, -0.7
- Cc1ccc(NC(=O)CO/N=C(\N)c2ccccc2)cc1C
  -1.0, 0.9, 14.7, 2.0, 2.3, -0.8, i, 3.8, 2.0, 6.4
- N#CCCN(Cc1cccnc1)C(=S)NC1CC2C=CC1C2 (stereo not drawn)
  3.8, -1.6, -5.3, 1.9, -1.1, -0.8, i, -1.7, -5.6, -0.5
- COc1ccc(OC)c(CNn2c(-c3cccc(C)c3)nc3ccccc3c2=O)c1
  -3.0, -0.5, 8.2, -6.0, 5.1, 0.8, i, 3.7, 3.6, -2.1

As entered above:
Under STEP block, Cc1ccc[n+](C(C(=S)NCc2ccco2)=C([O-])c2ccccc2Cl)c1 has 0.4
Under STEP block, COc1cc(NS(=O)(=O)c2ccc(NC(=O)/C(=C\c3ccccc3OC)NC(=O)c3ccccc3)cc2)nc(OC)n1 has 1.6
Under DNMT1 inh, C[C@H](CO)N1C[C@H](C)[C@@H](CN(C)S(=O)(=O)c2ccccc2)Oc2ccc(NC(=O)CCC(F)(F)F)cc2C1=O has -1.4

Screening data from PubChem.
